Screens: PubChem BioAssay, National Center for Advancing Translational Sciences (NCATS)
LmPK inh = inhibitors of Leishmania mexicana pyruvate kinase; Q27686; 290,000 compounds, 0.37% hits; Potency, µM (titrated, usually from 57.5 µM), without a hit: top-dose activity change, negative = inhibition, hits mostly inhibitors; purified LmPK, Kinase-Glo ATP luminescence, 1 h; further: potency means the concentration at half of the fitted maximal effect
Target sequence (Q27686 whole entry, looked up): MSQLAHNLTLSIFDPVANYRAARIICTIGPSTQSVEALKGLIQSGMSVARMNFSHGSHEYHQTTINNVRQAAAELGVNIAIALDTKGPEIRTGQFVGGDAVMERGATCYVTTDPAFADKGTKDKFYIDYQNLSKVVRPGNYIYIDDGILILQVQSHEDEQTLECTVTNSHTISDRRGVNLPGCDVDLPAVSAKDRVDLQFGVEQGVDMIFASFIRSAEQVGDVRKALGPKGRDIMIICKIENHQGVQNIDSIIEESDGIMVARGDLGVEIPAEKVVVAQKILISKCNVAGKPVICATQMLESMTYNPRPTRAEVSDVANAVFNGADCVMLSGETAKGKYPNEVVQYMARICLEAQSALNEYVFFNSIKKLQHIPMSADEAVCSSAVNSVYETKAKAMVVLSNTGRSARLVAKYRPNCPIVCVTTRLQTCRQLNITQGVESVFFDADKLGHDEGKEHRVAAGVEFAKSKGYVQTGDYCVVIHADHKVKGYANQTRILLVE
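qHTS format; LmPK 0.1 nM; substrates PEP 0.5 mM and ADP 0.1 mM. One-hour room-temperature incubation, then coupled luciferase luminescence; 0.5 nM enzyme wells mark activation.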
AmpC inh no detg = inhibitors of E. coli AmpC beta-lactamase without detergent; AmpC nitrocefin hydrolysis, absorbance 480 nm, 0.0001% Triton; AID 485341; Potency, µM (titrated, usually from 57.1 µM), inactives show top-dose activity change, negative = inhibition, hits mostly inhibitors; 330,000 compounds, 0.52% hits;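 further: potency means the concentration at half of the fitted maximal effect; plate controls were no compound for no effect and no enzyme for full effect; nearly all actives have a fitted effect of over 20% in size; some results filed as inactive show a strong effect at the top dose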
Target sequence (P00811 whole entry, looked up): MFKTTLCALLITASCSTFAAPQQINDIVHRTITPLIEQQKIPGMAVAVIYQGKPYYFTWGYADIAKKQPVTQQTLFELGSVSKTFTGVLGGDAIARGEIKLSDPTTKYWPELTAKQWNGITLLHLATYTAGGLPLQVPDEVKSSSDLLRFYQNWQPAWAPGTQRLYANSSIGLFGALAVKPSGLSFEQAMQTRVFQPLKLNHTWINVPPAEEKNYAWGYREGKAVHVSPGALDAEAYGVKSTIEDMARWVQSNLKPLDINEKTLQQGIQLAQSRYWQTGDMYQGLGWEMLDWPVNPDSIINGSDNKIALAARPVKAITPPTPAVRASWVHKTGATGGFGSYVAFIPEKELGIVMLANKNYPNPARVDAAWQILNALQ
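20 mM phosphate pH 7.0 + 0.01% (detergent screen) or 0.0001% Triton X-100; 5.3 nM AmpC reagent; cpd preinc 15 min RT; nitrocefin (800 uM stock) to start; A480 q20 s × 4 min; Activity was normalised to no-enzyme and no-compound control wells.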
HCMV inh = blocks human cytomegalovirus replication; activity change, negative = inhibition, % at 57.5 µM; HFF cells, HCMV-luciferase reporter, 72 h; stronger effect = lower value; 410,000 compounds, 4.5% hits; in the data active means activity change below about -60%; inconclusive means no clear call, values can overlap the other calls; inactive means above about -39%
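Two-dose cell screen: HFF monolayers treated with compounds and infected with luciferase-expressing HCMV at 1 PFU/cell, 72 h at 37C, then lysed for luciferase measurement.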
AmpC inh detg = blocks E. coli AmpC beta-lactamase in detergent assay; P00811; AID 485294; 370,000 compounds, 0.041% hits; Potency, µM (series often up to 114 µM), for inactives: at the top dose activity change, negative = inhibition, usual class: inhibitors; AmpC hydrolysis of nitrocefin, absorbance 480 nm, 0.01% Triton;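 further: potency means the concentration at half of the fitted maximal effect; 0% = no-compound wells and -100% = no-enzyme wells; nearly all actives have a fitted effect of over 25% in size; some results filed as inactive show a strong effect at the top dose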
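20 mM phosphate pH 7.0 + 0.01% (detergent screen) or 0.0001% Triton X-100; 5.3 nM AmpC reagent; cpd preinc 15 min RT; nitrocefin (800 uM stock) to start; A480 q20 s × 4 min; Activity was normalised to no-enzyme and no-compound control wells.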
AMA1-RON2 inh = inhibitors of Plasmodium falciparum AMA1-RON2 interaction; Potency, µM (titrated, usually from 58.2 µM), for inactives: at the highest dose activity change, negative = inhibition, usual class: inhibitors; 360,000 compounds, 0.2% hits; AlphaScreen AMA1-biotinylated RON2 peptide binding;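 further: potency means the concentration at half of the fitted maximal effect; 0% = vehicle wells and -100% = peptide control; nearly all actives have a fitted effect of over 45% in size; some results filed as inactive show a strong effect at the top dose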
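AMA1 (3D7) with his tag at 25 nM final met compounds first, then biotinylated RON2 peptide at 25 nM; detection used donor plus acceptor beads, 10 µg/mL apiece, read by AlphaScreen after 30 min at room temperature.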
Sm TGR inh = blocks Schistosoma mansoni thioredoxin glutathione reductase; Potency, µM (highest dose often 114 µM), for inactives: top-dose activity change, negative = inhibition, most hits filed as inhibitors; Q962Y6; purified TGR, DTNB reduction, TNB absorbance 405 nm; 360,000 compounds, 3% hits; further: potency means the concentration at half of the fitted maximal effect; nearly all actives have a fitted effect of over 60% in size
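Kinetic colorimetric format: TGR-catalysed, NADPH-driven DTNB reduction monitored via TNB absorbance. Enzyme dispensed at 20 nM; compound exposure 15 min at room temperature before reaction start.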
Tb PYK inh = blocks Trypanosoma brucei pyruvate kinase. Q57TT1. Potency, µM (highest dose often 76.8 µM), for inactives: at the top dose activity, negative = inhibition, hits mostly inhibitors. TbPYK enzyme, Kinase-Glo Plus ATP luminescence, 45 min. 410,000 compounds, 0.12% hits; further: potency means the concentration at half of the fitted maximal effect; nearly all actives have a fitted effect of over 50% in size
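Quantitative HTS: titrated library compounds versus trypanosomal pyruvate kinase in TEA buffer (pH 7.2) containing KCl, MgCl2, BSA and Tween-20. Reactions were initiated with ADP, 130 uM final. Kinase-Glo Plus luminescence was read after 45 min at RT.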
Numbers without * were called inactive; u = inconclusive; x = not tested or not shown; & = joins results of further samples; [ ] = dose if it differs, or a comment. Unless noted, the call rests on the fitted dose curve; in most records, active means well fitted curve in the direction sought with a large enough effect; inconclusive means small, poorly fitted or top-dose-only effect, or another doubt; inactive means no such curve, though single readings can be large; an effect the other way counts as inactive or inconclusive. Unless noted, on the % scale 0 is the no-effect control and ±100 the full control effect.

SMILES	LmPK inh	AmpC inh no detg	HCMV inh	AmpC inh detg	AMA1-RON2 inh	Sm TGR inh	Tb PYK inh
CC1CCCCN1CCNS(=O)(=O)c1ccc2c(c1)oc(=O)n2C (centres undefined)	6%	-32%	34	-5%	2%	1%	2%
N/C(=N\OS(=O)(=O)c1ccc(Cl)cc1)c1ccccn1	0%	-23%	-15	-10%	70%[activator]	0%	1%
CCOC(=O)c1cc2c(=O)n3ccccc3nc2n(CCOC)c1=NC(=O)c1cc2ccccc2o1	x	x	4	6%	x	-2%	-3%
CC[C@]12C(=O)N(C)C[C@H]([C@@H]3C(=O)N(Cc4ccccc4)C(=O)[C@@H]31)N2C(=O)c1ccc(Br)cc1	x	x	-26	x	15%	x	0%
Cc1nnsc1C(=O)NNc1ccc(C(C)C)cc1	-14%	-18%	33	5%	-4%	u	-6%
Cc1cc2nc3n(c2cc1C)CCCN3	2%	-11%	-5	8%	-2%	57%[activator]	-6%
CCN(C(=O)CSc1nc2cc(S(=O)(=O)N(CC)CC)ccc2o1)C1CCS(=O)(=O)C1 (centres undefined)	-4%	33%	-34	0%	4%	4%	-22%
O=C(Nc1cnccn1)c1ccc(F)cc1Cl	-4%	-23%	-7	u	21%	u	-3%
C#CC[N+]1(CC#Cc2ccccc2)CCOCC1	0%	-17%	-37	u	-14%	-33%	-5%
O=C(NC1CCCCC1)/C(=N\O)c1ccccn1	-9%	-12%	33	-2%	24%	14%	-2%

Record cards, from the list above. Order of values: LmPK inh	AmpC inh no detg	HCMV inh	AmpC inh detg	AMA1-RON2 inh	Sm TGR inh	Tb PYK inh
CCOC(=O)c1cc2c(=O)n3ccccc3nc2n(CCOC)c1=NC(=O)c1cc2ccccc2o1 as listed: x	x	4	6%	x	-2%	-3%
O=C(Nc1cnccn1)c1ccc(F)cc1Cl as listed: -4%	-23%	-7	u	21%	u	-3%

Continued.
SMILES	LmPK inh	AmpC inh no detg	HCMV inh	AmpC inh detg	AMA1-RON2 inh	Sm TGR inh	Tb PYK inh
Cc1ccc(C(=O)NCCCNC(=O)c2ccccc2C)cn1	-6%	-5%	-7	3%	13%	4%	-1%
CCOC(=O)c1c(C)nc2sc3c(=O)n(-c4ccc(C)cc4)cnc3c2c1-c1ccc(OC)cc1	2%	-19%	-15	4%	-2%	-23%	-2%
COc1ccc(-c2nc(CS(=O)(=O)CC(=O)NCc3cccc(Br)c3)c(C)o2)cc1	0%	2%	6	-13%	12%	-14%	-4%
COC(=O)[C@]12CCCCC=C1N(Cc1cccc3ccccc13)C(=O)[C@H](CC(=O)NCC13CC4CC(CC(C4)C1)C3)C2	x	x	-85*	x	-11%	x	-3%
CCCCn1c(NC(C)=O)c(C#N)c2nc3ccccc3nc21	1%	7%	-32	9%	0%	34%	-6%
CCCCSc1nc(C)[nH]c1[N+](=O)[O-]	3%	-6%	20	-6%	2%	-9%	-2%
CN(CC(=O)N1CCCCC1)S(=O)(=O)c1ccc(Cl)cc1	3%	3%[2.29 µM]	25	u	-2%	5%	-1%
COc1ccc(Cl)cc1NC(=O)c1oc(C)nc1C	-2%	-5%	100	u	5%	-15%	2%
COc1ccc2oc(C(=O)N3CCN(C/C=C/c4ccccc4)CC3)c(C)c2c1	x	157%[activator]	-36	-8%	-6%	-18%	3%
COc1ccc(-c2cc3nc(-c4ccccc4)cc(N4CCN(C(=O)c5ccoc5)CC4)n3n2)cc1	x	x	-19	x	11%	x	3%
C[C@H](O)CNC(=O)c1[nH]cnc1C(=O)Nc1ccc(CNC(=O)OC(C)(C)C)cc1	x	x	-27	x	107%[activator]	x	-3%
Cn1cc(Cl)c(C(=O)NNC(=S)NCc2ccco2)n1	0%	-20%	-15	2%	115%[activator]	-28%	-9%
CCc1cc(=O)oc2c(C)c(OCC(=O)Nc3ccc(S(=O)(=O)N(CC)CC)cc3)ccc12	x	x	0	11%	x	2%	-6%
CCOC(=O)C1CCCN(CC(O)COc2ccccc2C(C)=O)C1 (centres undefined)	1%	-9%	24	u	2%	-19%	0%
C(=N\n1cnnc1)/c1cn(-c2cccs2)nc1-c1ccccc1	3%	142%[activator]	-2	4%	2%	-23%	2%
Cc1[nH]n(-c2ccccc2)c(=O)c1C(C[N+](=O)[O-])c1ccc(Br)cc1 (centres undefined)	4%	-51%	-104*	2%	-9%	u	-11%
CCC(Sc1ccc2nnc(-c3ccc(F)cc3)n2n1)C(=O)OC (centres undefined)	-3%	-9%	-93*	-15%	9%	-12%	-17%
Cn1cc(-c2ccno2)c(C(=O)O)n1	3%	-6%	-18	2%	7%	13%	0%
Cc1ccc(CN2c3ccccc3-c3nc(SCC(=O)NCCc4ccccc4)ncc3S2(=O)=O)cc1	x	x	6	2%	x	-10%	-1%
O=C(Nc1ccc(F)cc1)Nc1cccnc1Cl	-21%	-17%	13	0%	11%	17%	1%
COCC(=O)OC/C(O)=C(\C#N)c1nc2ccccc2[nH]1	-6%	-10%	-99*	6%	67%[activator]	-32%	3%
O=C(c1cccc(S(=O)(=O)N2CCN(c3ccccc3)CC2)c1)N1CCN(c2ccccc2O)CC1	x	-1%	-31	u	-3%	0%	-5%
COc1ccccc1CNC(=O)C(Cc1ccccc1)NS(=O)(=O)c1ccc2c(c1)oc(=O)n2C (centres undefined)	x	x	6	-9%	x	1%	-6%
Cc1cccc(NC(=O)NC2CCCc3ccccc32)c1 (centres undefined)	5%	-46%	6	11%	-13%	4%	2%
Cc1cc(OCC(=O)Nc2ccc(Br)cc2)cc2c1C(=O)CC(C)(C)O2	1%	-33%	u	7%	-3%	21%	2%
Cc1c(C(=O)N(C)C)sc2c1c(=O)n(-c1ccccc1C(F)(F)F)c(=O)n2Cc1ccccc1C#N	x	x	4	-2%	x	-2%	3%
CCN(Cc1ccccc1)C(=O)c1c(-c2ccccc2Cl)noc1C	6%	8%	-30	u	-4%	5%	-1%
Cc1ccc(NC(=O)c2cc([N+](=O)[O-])ccc2Cl)c(O)c1	2%	-38%	33	-8%	-16%	-7%	7%
Cc1ccc(C(=O)C2CCN(CC(=O)NC3CCCCC3)CC2)cc1	-1%	72%[activator]	-8	-13%	2%	-1%	-6%
COC(=O)c1ccc(C)cc1C1CN=NC12Cc1cc(C)ccc1C2=O (centres undefined)	x	x	-33	x	-18%	x	-12%
OCCN(Cc1ccccc1)Cc1cccc(C(F)(F)F)c1	3%	x	41	2%	-21%	1%	6%
COc1ccccc1N1CCN(C(=O)CSc2nc(C)c(C)c(=O)[nH]2)CC1	0%	12%	-6	-4%	-5%	5%	-13%
O=C(O)c1cccc(S(=O)(=O)N(Cc2ccccc2)c2ccccc2Cl)c1	4%	-10%	-13	-7%	-1%	-12%	-11%
CCCCP(=O)(CCCC)Cc1ccccc1O	-3%	-11%	9	-17%	14%	14%	-10%
Cc1ccc(C)c(NC(=S)Nc2cccc3cnccc23)c1	1%	-2%[2.29 µM]	-34	-7%	9%	u	-4%
CC[C@]12c3[nH]c4ccc(Cl)cc4c3CCN1C(=O)[C@@H](CC(=O)NCCC1=CCCCC1)C[C@@H]2C(=O)N1CCN(C(=O)c2ccco2)CC1	x	247%[activator]	u	x	-15%	x	6%
Cc1sc2ncnc(SCc3ccc(C(=O)O)cc3)c2c1C	5%	-3%	-7	-3%	-1%	8%	-3%
CC1CN=C(N(C(=O)Nc2ccccc2)c2ccc(F)cc2)S1 (centres undefined)	-6%	-22%	11	-8%	-7%	-3%	5%
C=CCNC(=O)/C(C#N)=C\c1cc(Cl)c(O)c(OCC)c1	-1%	-15%	-23	-1%	-9%	40µM*	2%
CCN(c1ccccc1)S(=O)(=O)c1cc(C(=O)Nc2ccc(Br)cc2)ccc1F	4%	-15%	-89*	u	-2%[11.6 µM]	7%&-5%	-6%&-1%
O=C(c1ccco1)N1CCN(C(=O)c2ccccc2[N+](=O)[O-])CC1	2%	-6%	19	2%	12%	x	-3%
COc1ccc(Cl)cc1NC(=O)CN1C(=O)CSC1=O	2%	-9%	13	-7%	7%	-1%	-6%
CCCC(C)C(=O)Nc1cc([N+](=O)[O-])ccc1F (centres undefined)	-2%	-12%	u	u	-12%	-7%	-10%
CCOc1ccc(/C=N/NC(=O)c2ccccc2C)cc1CN1CC2CC(C1)c1cccc(=O)n1C2 (centres undefined)	x	115%[activator]	9	1%	-5%	1%	2%
Cc1cc(/C=C2/NC(=O)NC2=O)c(C)n1C	0%	0%	-28	3%	-5%	14µM*	-2%
Cc1c(C(=O)OCC(=O)NCc2ccco2)cccc1[N+](=O)[O-]	x	-18%	1	4%	-21%	u	10%
Cc1ccc(CN2CCN(C3CCNCC3)C(=O)C2=O)cc1	x	x	-3	18%	x	u	-5%
Cn1ccc(/C=N/N=C2/NC(=O)CS2)n1	10%	1%	4	9%	106%[activator]	6%	9%
Cc1ccc(C)c(Cc2c(C)nc3c(C(=O)NCc4ccc5c(c4)OCO5)cnn3c2C)c1	11%	-24%	13	u	x	-14%	x
CC(=O)N(C)c1ccc(N=NC2C(=O)N(C(N)=S)N=C2C)cc1 (centres undefined)	-6%	3%	126	0%	69%[activator]	u	8%
Next entries follow:
SMILES	LmPK inh	AmpC inh no detg	HCMV inh	AmpC inh detg	AMA1-RON2 inh	Sm TGR inh	Tb PYK inh
Cc1ccc2c(Cl)c(C)c(N3CCCCC3)nc2n1	1%	56%	u	3%	7%	-14%	3%
O=C1NC(c2ccccc2O)Nc2ccccc21 (centres undefined)	-3%	11%	-36	-8%	0%	10%	-1%
C/C(=N\NC(=O)c1ccc2c(c1)OCCO2)c1ccccc1	11µM*	-15%	124	-4%	6%	13%	u
O=C(CCNC(=O)OCc1ccccc1)NC1CCCCC1	-5%	-4%	u	u	5%	-1%	2%
Cc1ccc(C(C)NC(=S)NC2CCCCC2)c(C)c1 (centres undefined)	3%	-41%	-78*	-10%	16%	9%	-11%

Reformatted: entries from further up.
SMILES,LmPK inh,AmpC inh no detg,HCMV inh,AmpC inh detg,AMA1-RON2 inh,Sm TGR inh,Tb PYK inh
O=C(CCNC(=O)OCc1ccccc1)NC1CCCCC1,-5%,-4%,u,u,5%,-1%,2%
C/C(=N\NC(=O)c1ccc2c(c1)OCCO2)c1ccccc1,11µM*,-15%,124,-4%,6%,13%,u
Cc1ccc(C(C)NC(=S)NC2CCCCC2)c(C)c1 (centres undefined),3%,-41%,-78*,-10%,16%,9%,-11%
Cc1ccc2c(Cl)c(C)c(N3CCCCC3)nc2n1,1%,56%,u,3%,7%,-14%,3%
